POLK inh – qHTS for Inhibitors of Polymerase Kappa. Potency, µM (doses to about 107 µM), for inactives: at the highest dose activity, negative = inhibition, hits mostly inhibitors. purified Pol kappa, fluorescent DNA synthesis assay, 10 min. actives 0.53% (n = 400,000). DNA polymerase kappa (Homo sapiens), Q9UBT6; note: % is set by controls: 0 for no effect and ±100 for the full control effect
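Enzyme at 10 nM met test compounds for 15 min at room temperature. Substrate addition (50 nM final) began the reaction, which was monitored by fluorescence at 0 and 10 min.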
BLM helicase inh – qHTS Assay for Inhibitors of Bloom's syndrome helicase (BLM); Potency, µM (series often up to 56.1 µM), without a hit: top-dose activity change, negative = inhibition, actives largely listed as inhibitors; actives 0.2% (n = 350,000); AID 2528, 2010; recombinant BLM DNA unwinding, fluorescence dequenching;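 note: plate controls were vehicle for no effect and no enzyme for full effect; nearly all actives have a fitted effect of over 35% in size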
Target sequence (P54132 whole entry, looked up): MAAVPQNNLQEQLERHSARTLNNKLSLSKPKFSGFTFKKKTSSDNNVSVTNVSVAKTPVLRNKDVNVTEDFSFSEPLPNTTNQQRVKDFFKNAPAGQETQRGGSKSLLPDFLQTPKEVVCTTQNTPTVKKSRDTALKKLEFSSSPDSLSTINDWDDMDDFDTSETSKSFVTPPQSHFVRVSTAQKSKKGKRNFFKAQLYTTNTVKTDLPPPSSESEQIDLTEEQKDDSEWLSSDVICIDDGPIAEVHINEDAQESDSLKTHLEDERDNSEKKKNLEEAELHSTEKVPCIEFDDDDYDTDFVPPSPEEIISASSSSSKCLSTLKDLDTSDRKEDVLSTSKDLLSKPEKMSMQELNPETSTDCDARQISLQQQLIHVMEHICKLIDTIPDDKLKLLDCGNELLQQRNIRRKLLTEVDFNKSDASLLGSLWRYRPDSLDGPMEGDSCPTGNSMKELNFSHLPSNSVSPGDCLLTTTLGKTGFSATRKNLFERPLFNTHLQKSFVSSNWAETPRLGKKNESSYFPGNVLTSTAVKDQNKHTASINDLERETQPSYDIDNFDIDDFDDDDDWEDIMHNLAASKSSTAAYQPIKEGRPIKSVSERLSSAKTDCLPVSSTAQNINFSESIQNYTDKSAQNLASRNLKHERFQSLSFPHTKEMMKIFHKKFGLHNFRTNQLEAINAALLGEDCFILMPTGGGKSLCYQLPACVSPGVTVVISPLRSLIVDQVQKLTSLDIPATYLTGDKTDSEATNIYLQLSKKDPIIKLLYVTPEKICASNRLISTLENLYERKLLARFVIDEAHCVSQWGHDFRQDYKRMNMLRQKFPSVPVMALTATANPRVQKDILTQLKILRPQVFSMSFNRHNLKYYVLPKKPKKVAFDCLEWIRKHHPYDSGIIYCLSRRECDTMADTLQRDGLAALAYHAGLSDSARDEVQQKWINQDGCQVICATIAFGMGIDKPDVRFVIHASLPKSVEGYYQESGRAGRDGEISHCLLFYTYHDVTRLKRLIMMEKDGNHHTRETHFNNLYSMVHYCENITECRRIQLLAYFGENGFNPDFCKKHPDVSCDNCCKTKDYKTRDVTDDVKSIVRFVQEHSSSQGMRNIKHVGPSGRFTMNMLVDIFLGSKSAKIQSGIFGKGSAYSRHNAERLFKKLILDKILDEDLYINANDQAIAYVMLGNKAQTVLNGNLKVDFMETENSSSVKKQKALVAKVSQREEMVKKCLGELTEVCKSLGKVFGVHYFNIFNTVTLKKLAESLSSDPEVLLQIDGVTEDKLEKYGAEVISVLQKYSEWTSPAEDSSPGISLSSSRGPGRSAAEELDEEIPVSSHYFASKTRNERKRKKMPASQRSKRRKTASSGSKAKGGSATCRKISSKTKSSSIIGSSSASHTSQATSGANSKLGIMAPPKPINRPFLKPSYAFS
Anesthetic bind – qHTS Assay for Identification of Novel General Anesthetics; Ferritin light chain (Equus caballus), P02791; apoferritin/1-aminoanthracene competitive binding, fluorescence; Potency, µM (series often up to 77.5 µM), without a hit: at the top dose activity change, negative = displacement, hits mostly inhibitors; actives 0.074% (n = 350,000); note: % is set by controls: 0 for no effect and ±100 for the full control effect; nearly all actives have a fitted effect of over 20% in size
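Steps: apoferritin (10 uM) was premixed with half-saturated 1-AMA in PBS, compounds were pin-transferred, plates stood 10 min at room temperature, fluorescence was read at 380/535 nm, and curves were fitted with a Hill equation.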
G9a inh – qHTS Assay for Inhibitors of Histone Lysine Methyltransferase G9a; Histone-lysine N-methyltransferase EHMT2 (Homo sapiens), Q96KQ7; G9a H3K9 monomethylation, AlphaScreen, 2 h; Potency, µM (top dose mostly 102 µM), for the others: at the highest dose activity, negative = inhibition, usual class: inhibitors; actives 8.8% (n = 350,000); AID 504332, 2011; note: % is set by controls: 0 for no effect and ±100 for the full control effect; nearly all actives have a fitted effect of over 75% in size
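Chemiluminescent proximity detection of H3K9 monomethylation, read after 10 min bead incubation in the dark. Reaction: 20 nM G9a, 500 nM biotin-H3K9 peptide, 20 uM SAM cofactor, 2 h, room temperature, following 15 min enzyme-compound preincubation.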
POLI inh – qHTS for Inhibitors of Polymerase Iota; DNA polymerase iota (Homo sapiens), Q9UNA4; Pol iota fluorescent replication assay, 10 min; Potency, µM (top dose mostly 115 µM), inactives show at the top dose activity, negative = inhibition, most hits filed as inhibitors; actives 1% (n = 390,000)
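Pol iota at 10 nM preincubated 15 min with compounds at room temperature; reaction started with fluorescent substrate, 50 nM final. Fluorescence read kinetically at 0 and 10 min; buffer-only wells as negative control.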
APE1 inh – qHTS Assay for Inhibitors of the Human Apurinic/apyrimidinic Endonuclease 1 (APE1) | actives 0.35% (n = 350,000) | AID 2517, 2012 | recombinant APE1, TAMRA/BHQ-2 abasic DNA cleavage fluorescence | DNA repair nuclease/redox regulator APEX1 (Homo sapiens), P27695 | Potency, µM (highest dose often 65.8 µM), for inactives: at the top dose activity change, negative = inhibition, hits mostly inhibitors;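 note: plate controls were vehicle for no effect and reference inhibitor for full effect; nearly all actives have a fitted effect of over 55% in size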
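Enzyme (0.75 nM final) and test compound are incubated 15 min at room temperature before adding 50 nM quenched THF abasic-site duplex. Cleavage dequenches TAMRA, followed at 525/598 nm over three reads one minute apart.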
BAZ2B inh – qHTS Assay for Inhibitors of BAZ2B; actives 4.4% (n = 360,000); AlphaScreen BAZ2B-H3K14Ac peptide displacement; Potency, µM (highest dose often 114 µM), for the others: at the highest dose activity change, negative = inhibition, most hits filed as inhibitors; Bromodomain adjacent to zinc finger domain protein 2B (Homo sapiens), Q9UIF8; note: % is set by controls: 0 for no effect and ±100 for the full control effect; nearly all actives have a fitted effect of over 60% in size
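AlphaScreen displacement: compounds (up to 110uM) incubated 30 min at room temperature with a preformed 50 nM BAZ2B/50 nM biotinylated H3K14Ac peptide complex in PBS pH 7.4 with Tween-20. Donor and acceptor beads at 10 ug/mL final added, 20 min light-protected before reading.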
POLH inh – qHTS for Inhibitors of Polymerase Eta; DNA polymerase eta (Homo sapiens), Q9Y253; recombinant Pol eta, fluorescent DNA replication assay; Potency, µM (titrated, usually from 114 µM), for the others: top-dose activity change, negative = inhibition, most hits filed as inhibitors; actives 1.2% (n = 390,000); AID 588591, 2011; note: % is set by controls: 0 for no effect and ±100 for the full control effect
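Pol eta at 10 nM preincubated with compounds 15 min at room temperature; reaction started with fluorescent substrate (50 nM final) and read kinetically at 0 and 10 min.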
Pol beta inh – qHTS Assay for Inhibitors of DNA Polymerase Beta. actives 1.3% (n = 340,000). P06746. AID 485314, 2010. Potency, µM (doses to about 114 µM), without a hit: top-dose activity change, negative = inhibition, usual class: inhibitors. Pol beta primer extension/strand displacement, fluorescence kinetic; note: % is set by controls: 0 for no effect and ±100 for the full control effect
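Human Pol beta at 10 nM; strand-displacement substrate 50 nM final. Compound exposure 15 min at room temperature before start, reaction 10 min at room temperature.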
Starred values were filed as active, the others as inactive; ? = inconclusive; / = not tested or not shown; & = joins results of further samples; [ ] = remark or other dose. Calls come from the whole dose curve; as a rule, active = well fitted curve in the direction sought with a large enough effect; inconclusive = small, poorly fitted or top-dose-only effect, or another doubt; inactive = no such curve, though single readings can be large; an effect the other way counts as inactive or inconclusive. Potency is the fitted concentration of half-maximal effect. The list is partial (hit frequency here may not be typical).

SMILES	POLK inh	BLM helicase inh	Anesthetic bind	G9a inh	POLI inh	APE1 inh	BAZ2B inh	POLH inh	Pol beta inh
Cc1ccc(C(=O)N2CCOCC2)cc1S(=O)(=O)N1CCOCC1	-4%	-3%	-8%	94%[activator]	5%	25%	-1%	-12%	32%
Cc1ccccc1OS(=O)(=O)c1cn(C)c(=O)n(C)c1=O	0%	-5%	-5%	3%[12.7 µM]	81%[activator]	0%	-15%	-14%	4%
CCCCCCCCCCCCC/C=C/C(O)C(COP(=O)(O)OCCN)NC(=O)CCCCCCCCCCCCCCCCC (stereo not drawn)	13%[60.1 µM]	-12%	106%[activator]	/	/	-9%	/	/	/
Cc1cc(C)nc(NC(=O)CSc2nn(C)c(=S)s2)n1	5%	-6%	11%	?	-3%	5%	12%	-10%	-1%
COc1cccc(NC(=O)C2CCN(c3nnc(-n4c(C)ccc4C)s3)CC2)c1	-9%	-7%	-10%	-2%[59 µM]	5%	/	-19%	/	20%
O=C(NNC(=O)C(O)c1ccccc1)NC1CCCCC1 (stereo not drawn)	0%	1%	-3%	/	8%	-2%	2%	0%	41%
Cc1nn(-c2ccccc2)c2sc(C(=O)Nc3ccccc3Br)cc12	1%	-6%	-12%	33%[59 µM]	29%	/	15%	-18%	27%
CC(=O)Nc1ccc(N/C=C/C(=O)C(C)(C)C)cc1	-6%	-7%	-4%	?	1%[58.9 µM]	-5%	-7%	-3%	-20%
COC(=O)c1ccccc1NC(=O)COc1ccc(S(=O)(=O)NC(C)C)cc1	-2%	-14%	-15%	36%[activator][12.7 µM]	11%	0%	?	-15%	-8%
Cc1nc(NCc2ccc3c(c2)OCO3)c2oc3ccccc3c2n1	-6%	4%	-15%	?	?	14%	-9%	10%	13%
O=C(Cn1c(=O)oc2ccccc21)NCc1cccc(Cl)c1	12%	1%	2%	3%[59 µM]	28%	/	0%	-11%	22%
CN(Cc1ccccc1NS(=O)(=O)c1ccc2ccccc2c1)C1CCCCC1	3%	-4%	5%	-29%	-7%	-1%	/	-18%	2%
Cc1cccc(N2CCN(c3nc(C)cc(C)c3C#N)CC2C)c1 (stereo not drawn)	-14%	-3%	-5%	/	?	-13%	?	-10%	4%
CC(C)Cc1nnc(NC(=O)CCC(=O)N2CCN(c3ccc([N+](=O)[O-])cc3)CC2)s1	-17%	-3%	-21%	-5%	25%	10%	-25%[57.1 µM]	-25%	3%
Cc1nc2ccccc2n1CCN1CCOCC1	0%	-7%	-2%	-2%	25%	-5%	?	-2%	-2%

Only Anesthetic bind and APE1 inh, for some of the entries so far:
Compound | Anesthetic bind | APE1 inh
Cc1ccccc1OS(=O)(=O)c1cn(C)c(=O)n(C)c1=O | -5% | 0%
CCCCCCCCCCCCC/C=C/C(O)C(COP(=O)(O)OCCN)NC(=O)CCCCCCCCCCCCCCCCC (stereo not drawn) | 106%[activator] | -9%
Cc1cc(C)nc(NC(=O)CSc2nn(C)c(=S)s2)n1 | 11% | 5%

Further structures
SMILES	POLK inh	BLM helicase inh	Anesthetic bind	G9a inh	POLI inh	APE1 inh	BAZ2B inh	POLH inh	Pol beta inh
CCCCn1nnnc1SCC(=O)N1CCCC1	-8%	0%	-5%	2%[12.7 µM]	-4%	-1%	-1%	7%	33%
O=C(Cn1cnc2c(OCc3ccccc3)ncnc21)N1CCN(c2ccccn2)CC1	-9%	/	/	/	10%	-10%	/	-14%	/
Cc1ccc2nc(-c3ccccc3C)oc(=O)c2c1	-2%	-12%	-13%	/	36%[activator]	-8%	?	-24%	11%
CC1CC(C)CN(c2ccc(NS(=O)(=O)c3ccccc3)cc2C(=O)O)C1 (stereo not drawn)	-8%	-5%	-5%	3%[12.7 µM]	9%	7%	-4%	-4%	?
COc1cc2[nH]c(=S)nc(NCc3cccc(Cl)c3)c2cc1OC	2%	-5%	-10%	-41%	31%	-9%	-17%	?	7%
COC(=O)c1c(NC(=O)c2cccc(S(=O)(=O)N3CCN(C)CC3)c2)sc(C)c1C	-22%	/	/	22%[2.33 µM]	?	-9%	-36%	-2%	/
CC(C)CCn1c(=O)c2ccccc2n2c(CN3CCOCC3)nnc12	10%	2%	-3%	-10%	36%[activator]	1%	-8%	-4%	-27%
COc1ccc(/C=C2\SC(=O)N(CC(=O)Nc3cccnc3)C2=O)cc1OC	0%	1%	-7%	?	26%	-5%	-16%	-13%	2%
CCOC(=O)c1c(NC(=O)/C(C#N)=C/c2ccc(OC)cc2)sc2c1CCC2	-1%	1%	4%	7%[59 µM]	5%	/	3%	-5%	1%
Cc1ccc(OCCN(C)C(=O)c2cc(COc3ccc(F)cc3F)on2)cc1	-8%	-12%	-22%	173%[activator]	22%	11%	33%	-10%	4%
CC(=O)NC1C(c2nc3ccccc3s2)=C(c2ccccc2)C(=O)N1c1ccc(C)cc1 (stereo not drawn)	-12%	-5%	?	50µM*	0%	1%	-37%	1%	-11%
Cc1ccc(S(=O)(=O)NCCCCCC(=O)N(C)C)cc1	-6%	-3%	-14%	?	53%[activator]	21%	14%	-11%	38%
COc1cc(OC)c2c(-c3cccc(-c4ccc(OC(F)(F)F)cc4)c3)cc(=O)oc2c1	-17%	-14%[75.6 µM]	?	14%[59 µM]	16%	21%&0%	/	-22%	/
CC(=O)c1ccc([C@@H]2C[C@]34CN(Cc5cccc(C(F)(F)F)c5)S(=O)(=O)[C@H]3C[C@H]2O4)cc1	0%	-7%	?	-7%[59 µM]	34%[activator]	-11%	-4%	-26%	6%
COc1ccccc1CNS(=O)(=O)c1c(C)[nH]c(=O)[nH]c1=O	4%	1%	-8%	4%	41%[activator]	1%	-1%	-7%	-1%
COc1ccc2c(=O)c3ccccc3oc2c1	-10%&-9%	4%	-9%	/	4%&32%	-22%	8%	-10%	9%
O=C(CN1CCN(c2ccccc2O)CC1)Nc1ccc([N+](=O)[O-])cc1Br	-3%	-8%	-21%	?	39%[activator]	-6%	/	-13%	0%
CCn1c(SCC(=O)NCC2CCCO2)nnc1-c1ccccc1OC (stereo not drawn)	6%	/	/	24%[12.7 µM]	70%[activator]	9%	-2%	-13%	/
O=C(O)Cn1cc(/C=c2/sc3nc4ccccc4n3c2=O)c2ccccc21	?	-6%	-4%	50µM*	17%	?	?	79µM*	4%
NC(=O)NC(=O)CSc1nc(-c2ccccc2)c(-c2ccccc2)n1CC1CCCO1 (stereo not drawn)	5%	-3%	-14%	?	-4%	?	?	-1%	23%
Cc1cccc(C(=O)N/C(=C/c2ccco2)C(=O)N2CCCCCC2)c1	-18%	1%	-24%	40µM*	-7%	12%	-36%	4%	-20%
COc1ccccc1[C@@H]1C(c2ccc(F)cc2)=NN(c2ccc(Br)cc2)[C@H]1C(=O)N1CCOC1=O	-12%[60.1 µM]	-10%	449%[activator]	52%[activator][59 µM]	/	4%[50.4 µM]	/	/	/
O=C(c1nc2ncccn2n1)N1CCc2ccccc2C1	-1%	1%	-4%	2%[59 µM]	2%	-3%	3%	-6%	36%
Cc1nnc(SCC(=O)Nc2ccccc2)n(N)c1=O	-3%	-7%	-3%	14%	8%	-3%	-1%	-6%	13%
O=C(Nc1ncccc1O)c1cccc(S(=O)(=O)N2CCN(c3ccc(F)cc3)CC2)c1	2%	/	/	79µM*	-12%	10%	-17%	-12%	/
CCOc1ccc(C(=O)N(CN2CCCC2=O)c2cccc(Cl)c2)cc1	-10%	-3%	-3%	13%[12.7 µM]	204%[activator]	1%	-14%	-15%	15%
CN(C)C(=O)c1ccc(NC(=O)CN2CCc3cc4c(cc3C2)OCCCO4)cc1	13%	0%	-6%	8%	28%	43%	-27%	1%	13%
CCCN(CCC)C(=O)CCS(=O)(=O)c1cccc2nsnc12	-3%	0%	-10%	0%[12.7 µM]	15%	-5%	-1%	12%	22%
Cc1ccc(C(=O)Nc2ccc(-c3nc4ccccc4s3)c(O)c2)c(C)c1	-7%[60.1 µM]	-4%	136%[activator]	16%[59 µM]	5%	/	6%	-14%	-24%
COc1ccccc1CCNC(=O)Cc1c(C)c2c(cc(C)c3c(C)c(C)oc32)oc1=O	-5%	1%	6%	3%[59 µM]	3%	/	-1%	-2%	1%
Cc1nonc1C(=O)N/N=C/c1ccc([N+](=O)[O-])o1	-8%	-9%	-4%	-32%	-3%	3%	?	-5%	0%
COc1ccc(NC(=O)C2CCN(S(=O)(=O)c3ccc(N4CCCC4=O)cc3)CC2)c(OC)c1	6%	-1%	3%	2%	19%	34%	-34%	-7%	-1%
CCC(C(=O)NCc1ccncc1)c1ccccc1 (stereo not drawn)	2%	-2%	-4%	16%	9%	6%	-3%	-3%	-17%
CCC1CCCCN1C(=O)COc1cc(=O)n(C)c2ccccc12 (stereo not drawn)	-3%	0%	-10%	-17%	2%	-1%	-5%	-2%	-2%
COc1ccc(OC)c(C2CC(=O)Nc3c2c(=O)[nH]c2nc4ccccc4n32)c1 (stereo not drawn)	9%	-1%	-7%	16%[59 µM]	-18%	/	-19%	-2%	33%
Cc1cccc(CCNC(=O)C2CCC(=O)N2Cc2ccc(F)cc2)c1 (stereo not drawn)	8%	0%	-14%	11%	18%	4%	5%	-10%	19%

In the list so far, these have a nitro group on carbon.
SMILES	POLK inh	BLM helicase inh	Anesthetic bind	G9a inh	POLI inh	APE1 inh	BAZ2B inh	POLH inh	Pol beta inh
CC(C)Cc1nnc(NC(=O)CCC(=O)N2CCN(c3ccc([N+](=O)[O-])cc3)CC2)s1	-17%	-3%	-21%	-5%	25%	10%	-25%[57.1 µM]	-25%	3%
O=C(CN1CCN(c2ccccc2O)CC1)Nc1ccc([N+](=O)[O-])cc1Br	-3%	-8%	-21%	?	39%[activator]	-6%	/	-13%	0%
Cc1nonc1C(=O)N/N=C/c1ccc([N+](=O)[O-])o1	-8%	-9%	-4%	-32%	-3%	3%	?	-5%	0%

Screens from PubChem BioAssay.
